DT40 TDP1 CPT = growth inhibition of DT40 Tdp1-/-;hTDP1 cells with camptothecin (screen for TDP1 inhibitors) | chicken DT40 Tdp1-/-;hTDP1 cells + 20 nM CPT, ATP luminescence, 48 h | Potency, µM (doses to about 46.2 µM), inactives show at the top dose activity change, negative = growth inhibition, most hits filed as inhibitors | 420,000 compounds, 12% hits | AID 686979; further: nearly all actives have a fitted effect of over 55% in size
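Cell growth measured by CellTiter-Glo luminescence after a minimum 48 h, 37 C compound exposure with 20 nM CPT in Tdp1-knockout DT40 cells stably expressing hTDP1, seeded 400/well; qHTS titration format.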
TDP1 inh = inhibitors of human tyrosyl-DNA phosphodiesterase TDP1 | Potency, µM (doses to about 130 µM), inactives show at the highest dose activity change, negative = inhibition, actives largely listed as inhibitors | Q9NUW8 | recombinant TDP1, AlphaScreen DNA substrate cleavage | AID 485290 | 350,000 compounds, 0.28% hits; further: nearly all actives have a fitted effect of over 40% in size
Target sequence (Q9NUW8 whole entry, looked up): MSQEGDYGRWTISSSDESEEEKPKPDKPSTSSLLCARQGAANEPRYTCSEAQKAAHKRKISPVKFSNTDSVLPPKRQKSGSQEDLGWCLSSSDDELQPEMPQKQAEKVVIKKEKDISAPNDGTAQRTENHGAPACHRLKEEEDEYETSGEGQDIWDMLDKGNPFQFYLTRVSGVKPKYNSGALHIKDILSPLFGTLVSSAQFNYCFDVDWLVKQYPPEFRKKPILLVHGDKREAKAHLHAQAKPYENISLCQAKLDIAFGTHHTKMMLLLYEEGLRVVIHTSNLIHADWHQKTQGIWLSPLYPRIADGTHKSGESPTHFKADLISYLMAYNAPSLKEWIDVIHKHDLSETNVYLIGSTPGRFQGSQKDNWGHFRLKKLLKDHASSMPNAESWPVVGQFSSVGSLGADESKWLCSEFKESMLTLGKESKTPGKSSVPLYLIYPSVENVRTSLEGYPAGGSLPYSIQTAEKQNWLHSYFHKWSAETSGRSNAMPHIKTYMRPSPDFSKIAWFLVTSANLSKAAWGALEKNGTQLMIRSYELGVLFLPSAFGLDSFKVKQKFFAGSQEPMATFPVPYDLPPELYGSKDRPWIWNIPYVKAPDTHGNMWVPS
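Here, a 5' biotin and 3' phosphotyrosine-FITC DNA oligonucleotide reports Tdp1 activity: intact substrate bridges AlphaScreen beads, while cleavage leaves a 3' phosphate and drops signal. All incubations at room temperature.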
TDP1 cell noCPT = qHTS for Inhibitors of human tyrosyl-DNA phosphodiesterase 1 (TDP1): qHTS in cells in absence of CPT; 420,000 compounds, 15% hits; DT40 Tdp1-/- hTDP1 cells, no CPT, ATP luminescence, 48 h; Potency, µM (titrated, usually from 46.2 µM), without a hit: at the top dose activity change, negative = growth inhibition, most hits filed as inhibitors; further: nearly all actives have a fitted effect of over 55% in size
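Growth kinetics read by CellTiter-Glo luminescence after ≥48 hr at 37 °C. Cells: DT40 Tdp1-/- stably carrying human TDP1, 400 per well, compound exposure in the absence of CPT (DMSO vehicle).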
The depositor's hits bear a star; ? = inconclusive; . = not tested or not shown; [ ] = dose if it differs, or a comment. The call rests on the fitted dose curve; in most records, active means well fitted curve in the direction sought with a large enough effect; inconclusive means small, poorly fitted or top-dose-only effect, or another doubt; inactive means no such curve, though single readings can be large; an effect the other way counts as inactive or inconclusive. On the % scale 0 is the no-effect control and ±100 the full control effect; potency means the concentration at half of the fitted maximal effect.

1: O=C(Cn1ncc2c3ccccc3n(Cc3ccc(Cl)cc3)c2c1=O)NC1CCCCCC1
2: COc1ccc(-c2noc(-c3ccc(NCCc4ccccc4)c([N+](=O)[O-])c3)n2)cc1
3: Cc1ccc(Cl)cc1N1CCN(S(=O)(=O)c2ccc3c(c2)oc(=O)n3C)CC1
4: COc1ccc(NC(=O)c2sc(-c3ccccc3)nc2C)c(OC)c1
5: CC1(C)CN(c2ccccc2)N(C(=O)c2ccc(F)cc2)C1=O
6: Cc1cccc(N2CCN(C(=O)c3cn4ccccc4n3)CC2C)c1 (centres undefined)
Compound	1	2	3	4	5	6
DT40 TDP1 CPT	3%	-3%	-13%	-28%	?	10%
TDP1 inh	3%	14%	1%	.	0%	1%
TDP1 cell noCPT	-20%	-7%	?	-13%	?	-8%

7: Cc1cc2c(c(C)c1CCO)C(=O)[C@H](C)C2
8: COC(=O)c1cnc(Oc2ccc(NC(=O)NC(=O)c3c(F)cccc3F)cc2)cc1C(F)(F)F
9: COc1ccc(N2CCN(S(=O)(=O)CCNC(=O)c3ccc4c(c3)OCO4)CC2)cc1
10: CC1=NN(c2ccc([N+](=O)[O-])cc2)C(=O)C1
11: O=[N+]([O-])c1cc2oc3c(c2c(C=NCc2ccccc2)c1O)CCCC3
12: O=C(N/N=C/C1CCCCC1)c1ccccc1-n1cccc1
Compound	7	8	9	10	11	12
DT40 TDP1 CPT	-13%	-6%	-7%	-8%	8.2µM*	8%
TDP1 inh	1%	-2%	-4%	.	8%	.
TDP1 cell noCPT	?	?	-16%	-11%	15µM*	-21%

2 of the compounds above, with two lines to a compound:
Results follow in this order: DT40 TDP1 CPT | TDP1 inh | TDP1 cell noCPT
7. Cc1cc2c(c(C)c1CCO)C(=O)[C@H](C)C2
 : -13% | 1% | ?
8. COC(=O)c1cnc(Oc2ccc(NC(=O)NC(=O)c3c(F)cccc3F)cc2)cc1C(F)(F)F
 : -6% | -2% | ?

Other records
13: O=C(CSc1nccn1Cc1ccc(F)cc1)Nc1ccc(F)cc1F
14: COc1ccc(-c2nc3c(c(SCC(=O)Nc4ccccc4OC)n2)Cc2cccc(C)c2O3)cc1
15: O=C1CCCN1C1CCN(Cc2ccccc2)S(=O)(=O)N1 (centres undefined)
16: CC(Oc1ccc(Br)cc1)C(=O)Nc1nc(-c2ccccn2)cs1 (centres undefined)
17: CS(=O)(=O)N(CC(N)=O)c1ccc2c(c1)OCO2
18: CC1=C(C(=O)OCc2ccccc2)C(c2cccc3ccccc23)NC(=O)N1CCCC(=O)O (centres undefined)
Compound	13	14	15	16	17	18
DT40 TDP1 CPT	-23%	-7%	-9%	4.6µM*	16%	-15%
TDP1 inh	5%	4%	.	2%	2%	2%
TDP1 cell noCPT	-25%	-4%	-16%	3.3µM*	6%	-24%

19: CCOc1ccc(CCNC(=O)C2CCN(Cc3nc(-c4ccccc4C)oc3C)CC2)cc1OCC
20: Cc1cc(-c2nnc(SCC(=O)c3ccc(F)cc3)o2)no1
21: Fc1cccc(CCN2CCN=C2Nc2ccccc2)c1
22: COc1ccc(C(=O)N2CCCC(Nc3ccc(C)c(C)c3)C2)c(OC)n1 (centres undefined)
23: O=C(Nc1ccc2c(c1)OCO2)C1(S(=O)(=O)c2ccc(Cl)cc2)CC1
24: O=[N+]([O-])c1cccc(/C=N/Nc2ccccn2)c1
Compound	19	20	21	22	23	24
DT40 TDP1 CPT	-29%	12%	0%	-5%	1%	8%
TDP1 inh	6%	-2%	-6%	6%[56.1 µM]	8%	7%
TDP1 cell noCPT	-13%	-4%	-11%	-2%	-1%	1%

25: Cc1ccc(-c2csc3ncnc(Sc4nnc(CN5CCCCCC5=O)o4)c23)cc1
26: CCOc1ccccc1NC(=O)C1CCN(S(=O)(=O)c2ccccc2)CC1
27: CCOc1ccccc1N1CCN(C(=O)c2cc(C)oc2C)CC1
28: O=C(Nc1ccccc1)N1CCN(c2nc(-c3ccccc3)ns2)CC1
29: COc1ccccc1C(=O)NCC(=O)OCc1nnc(-c2ccccc2)o1
30: CC(C)NC(=O)c1ccc2c(=O)n(C3CCCC3)c(=S)[nH]c2c1
Compound	25	26	27	28	29	30
DT40 TDP1 CPT	4.1µM*	-5%	18µM*	23µM*	6%	-20%
TDP1 inh	6%	.	0%	1%	.	1%
TDP1 cell noCPT	6.5µM*	-22%	23µM*	16µM*	-5%	-14%

31: O=C(NCCc1ccccc1)c1n[nH]c2ccccc12
32: CCCCN1C(=O)c2ccc(C(=O)OCC(=O)NCCc3ccc(S(N)(=O)=O)cc3)cc2C1=O
33: CN(CCc1ccccc1)C(=O)c1cccc(NC(=O)Cc2cccc(NC(=O)C3CCCN(C(=O)CCc4ccccc4)C3)c2)c1 (centres undefined)
34: COc1ccc(C(C)=O)cc1CSc1nc2cc(Cl)ccc2o1
35: Cc1cc2nc(C3CCN(C(=S)NCC(C)C)CC3)[nH]c2cc1C
36: Cc1c(C(=N)C(C#N)C#N)c(=N)oc2c1ccc1ccccc12
Compound	31	32	33	34	35	36
DT40 TDP1 CPT	-9%	8%	15µM*	-18%	?	?
TDP1 inh	-3%	2%	.	-2%	2%	0%
TDP1 cell noCPT	-23%	-4%	13µM*	-30%	-5%	?

37: O=C(NC1CCC(O)CC1)c1ccc(-c2ccc(Cl)cc2)o1 (centres undefined)
38: Cc1cc(NC(=O)CSc2nnc(C)n2-c2ccccc2C)no1
39: O=C(CCN1CCN(Cc2ccccc2)CC1)NNC(=O)Nc1cccc(Cl)c1
40: NC(=O)c1nn(CC(=O)Nc2cccc(S(=O)(=O)N3CCCC3)c2)c(=O)c2ccccc12
41: CC(=O)N1CCCc2cc(S(=O)(=O)NC(C(=O)NC3CCCCC3)C(C)C)ccc21 (centres undefined)
42: CC12CCC(C(=O)NNC(=O)c3ccccc3)(OC1=O)C2(C)C (centres undefined)
Compound	37	38	39	40	41	42
DT40 TDP1 CPT	?	-7%	2%	-26%	-8%	-12%
TDP1 inh	-6%	1%	12%	1%	8%	5%
TDP1 cell noCPT	?	1%	0%	-1%	?	4%

Five entries from above, with bars between the fields:
nr | Molecule | DT40 TDP1 CPT | TDP1 inh | TDP1 cell noCPT
37 | O=C(NC1CCC(O)CC1)c1ccc(-c2ccc(Cl)cc2)o1 (centres undefined) | ? | -6% | ?
38 | Cc1cc(NC(=O)CSc2nnc(C)n2-c2ccccc2C)no1 | -7% | 1% | 1%
39 | O=C(CCN1CCN(Cc2ccccc2)CC1)NNC(=O)Nc1cccc(Cl)c1 | 2% | 12% | 0%
40 | NC(=O)c1nn(CC(=O)Nc2cccc(S(=O)(=O)N3CCCC3)c2)c(=O)c2ccccc12 | -26% | 1% | -1%
41 | CC(=O)N1CCCc2cc(S(=O)(=O)NC(C(=O)NC3CCCCC3)C(C)C)ccc21 (centres undefined) | -8% | 8% | ?

Next part.
43: CCN(c1cccc(C)c1)C1C(=O)c2ccccc2N1C(C)=O (centres undefined)
44: CCC(=O)Nc1c(-c2ccc(OC)cc2)c(=O)c2ccccc2n1C
45: COc1nc(N(C#N)CC(N)=O)nc(N2CCCC2)n1
46: COc1ccc(/C=C/C(=O)OCC(=O)N2CCCC2)c(OC)c1
47: CCN1C(=O)C2C(c3cccc(F)c3)NC(CC)(C(=O)OC)C2C1=O (centres undefined)
48: O=C(c1ccccc1NS(=O)(=O)c1cccs1)N1CCOCC1
Compound	43	44	45	46	47	48
DT40 TDP1 CPT	-23%	0%	3%	?	1%	9%
TDP1 inh	.	-2%	2%	1%	4%	9%
TDP1 cell noCPT	-28%	5%	-2%	?	1%	-11%

Filtered by structure, the entries above containing a nitro group on carbon.
2: COc1ccc(-c2noc(-c3ccc(NCCc4ccccc4)c([N+](=O)[O-])c3)n2)cc1
10: CC1=NN(c2ccc([N+](=O)[O-])cc2)C(=O)C1
11: O=[N+]([O-])c1cc2oc3c(c2c(C=NCc2ccccc2)c1O)CCCC3
24: O=[N+]([O-])c1cccc(/C=N/Nc2ccccn2)c1
Compound	2	10	11	24
DT40 TDP1 CPT	-3%	-8%	8.2µM*	8%
TDP1 inh	14%	.	8%	7%
TDP1 cell noCPT	-7%	-11%	15µM*	1%

(more compounds)
49: O=C(Cc1csc2ccccc12)NCc1ccccc1F
50: COc1ccc2nc3sc(C(=O)N4CCN(c5ccccc5)CC4)cc3cc2c1
51: CC(=O)O/N=C/c1c(C)c(C=O)n2ccccc12
52: C=CCn1c(COc2ccccc2C)nnc1SCC(=O)O
53: COc1ccc(S(=O)(=O)NCCc2c[nH]c3ccc(C)cc23)cc1
54: COc1cccc(NC(=O)N2CCc3nc(Nc4cc(Cl)cc(Cl)c4)ncc3C2)c1
Compound	49	50	51	52	53	54
DT40 TDP1 CPT	-23%	11%	?	-1%	-19%	?
TDP1 inh	-3%	2%	.	-2%	.	.
TDP1 cell noCPT	?	-5%	-2%	2%	5%	23µM*

55: Cc1cc(C)nc(N/N=C/c2cc(Br)ccc2O)n1
56: COc1ccccc1-c1nnc(-c2ccc(N3CCOCC3)cc2)o1
57: NC(=O)NC(CC(=O)NNC(=O)c1ccccn1)c1ccccc1Cl (centres undefined)
58: O=C(NCc1ccccc1)c1cccc2c(-c3cccnc3)coc12
59: COc1ccc(/C(N)=N/OC(=O)C2CCC(=O)N2S(=O)(=O)c2ccc(C)cc2)cc1 (centres undefined)
60: COC(=O)CNC(=O)c1cc(-c2ccncc2)nc2ccc(C)cc12
Compound	55	56	57	58	59	60
DT40 TDP1 CPT	5.2µM*	?	-10%	?	2%	-1%
TDP1 inh	11%	-4%	0%	.	-1%	3%
TDP1 cell noCPT	3.7µM*	21µM*	9%	?	-24%	3%

61: C/C(Cn1nc([N+](=O)[O-])cc1C)=N\NC(=O)c1ccc(C(C)(C)C)cc1
62: Cc1cccc2cc(CN(CC3CCCO3)C(=O)c3cnccn3)c(=O)[nH]c12 (centres undefined)
63: Cc1ccc(Nc2c(-c3c[nH]c4ccccc34)nc3ccccn23)cc1
64: O=C(COC(=O)c1ccco1)Nc1ccc(Cl)cn1
65: CCCCNC(=O)CSc1nnc(-c2c[nH]c3ccccc23)n1CC1CCCO1 (centres undefined)
66: O=C(Nc1ccc2nn(-c3ccccc3)nc2c1)c1ccc2c(c1)OCO2
Compound	61	62	63	64	65	66
DT40 TDP1 CPT	-15%	-9%	13µM*	-20%	?	16µM*
TDP1 inh	1%	8%	15%	2%	2%	.
TDP1 cell noCPT	0%	-3%	21µM*	6%	-16%	21µM*

67: O=C(CN1C(=O)NC2(CCCCCCC2)C1=O)NCc1ccc(Cl)cc1
68: CC(/C=C/c1ccco1)=N\NC(=O)c1cc(C)[nH]n1
69: COC(=O)CN1C(=S)N(C)C(=O)/C1=C/c1cccs1
70: CCN(Cc1ccccc1)C(=O)C1CCN(CC2CC=CCC2)CC1 (centres undefined)
71: COc1cccc(C(C#N)NCCCNC(C#N)c2cccc(OC)c2OC)c1OC (centres undefined)
72: CCc1ccc(-c2nn(-c3ccccc3C)cc2C(=O)N2CCN(C3CCS(=O)(=O)C3)CC2)cc1 (centres undefined)
Compound	67	68	69	70	71	72
DT40 TDP1 CPT	-10%	6%	-16%	-9%	-1%	-7%
TDP1 inh	1%	2%	1%	-9%	.	1%
TDP1 cell noCPT	-23%	-3%	?	-17%	6%	4%

73: CC1CC(C)CN(C(=O)COC(=O)c2ccc(S(=O)(=O)N(C)c3ccccc3)cc2)C1 (centres undefined)
74: O=C(COc1ccc2ccccc2c1)N1CCNCC1
75: O=C(c1ccccc1)n1ccc(-c2cccs2)n1
76: O=C(NC1CC1)c1cc2c(s1)-c1ccccc1OC2
77: COc1cccc(C(=O)NCCS(=O)(=O)N2CCOCC2)c1
78: COc1cccc(N2C(=O)C3CCCN3C2=S)c1 (centres undefined)
79: COc1ccccc1N1CCN(/N=C/c2cccc(O)c2)CC1
80: COc1ccc(C(=O)Nc2sc(C)c(C)c2CN2CC(C)OC(C)C2)cc1 (centres undefined)
Compound	73	74	75	76	77	78	79	80
DT40 TDP1 CPT	-26%	3%	5%	?	-2%	-21%	-7%	3%
TDP1 inh	-2%	.	.	5%	4%[0.505 µM]	.	4%	0%
TDP1 cell noCPT	?	-15%	6%	-30%	18%	?	-1%	?

Source: PubChem
